MEP2-GFP yeast: yeast TOR pathway MEP2-GFP modulation; S. cerevisiae MEP2-GFP strain, flow cytometry GFP, 3 h; 100% = DMSO control level; GFP response vs DMSO, % at 10 µM; 0.51% of 330,000 active; AID 2016;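 active = GFP response versus DMSO above a set limit, roughly screen mean plus 3 SD, cut at about 180% in these data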;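 note: median GFP fluorescence of the barcode-gated MEP2-GFP cells per well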
AGP1-GFP MLPCN: modulators of TOR pathway AGP1-GFP in S. cerevisiae. 0.02% of 320,000 active. S. cerevisiae AGP1-GFP multiplex flow cytometry, 3 h; GFP as percent of DMSO wells. GFP response vs DMSO, % at 10 µM;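 active = GFP response relative to DMSO above a set limit, near screen average plus 3 SD, cut at about 150% in these data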;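 note: median GFP channel fluorescence of the gated AGP1 strain per well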
RPL19A-GFP yeast: yeast TOR pathway RPL19A-GFP modulation. AID 2025. percent response vs DMSO, % at 10 µM. S. cerevisiae RPL19A-GFP strain, flow cytometry, 3 h; stronger effect = lower value. 0.3% of 330,000 active;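 active = percent response vs DMSO below 50%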;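 note: median channel GFP fluorescence of the barcoded RPL19A-GFP strain; ratio of sample median GFP to plate DMSO average so 100% = DMSO; lower means less RPL19A-GFP as with rapamycin TOR inhibition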
CIT2-GFP yeast: alters CIT2-GFP fluorescence in TOR pathway yeast screen | S. cerevisiae CIT2-GFP strain, flow cytometry, 3 h; 100 means same as DMSO wells | 0.065% of 320,000 active | AID 2029 | GFP response vs DMSO, % at 10 µM;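 active = GFP response relative to DMSO above a set limit, near the screen mean plus 3 SD, cut at about 150% in these data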;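 note: ratio of well median GFP fluorescence to mean of DMSO wells on the plate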
JMJD2C inh: inhibitors of human GASC-1 (JMJD2C) demethylase. Q9H3R0. GST-JMJD2C(1-420) H3K9me3 demethylation, DELFIA europium. inhibition, % at 2.35 µM. 0.069% of 330,000 active. AID 2099;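 active = more than half of a compound's replicate wells show inhibition beyond 50%, single wells judged on their own value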;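 note: signal counts dimethyl H3K9 product captured on neutravidin plate; 0% = median of DMSO wells and 100% = 0.3 times that DMSO median; strong numbers were not always called active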
LAP4 TOR yeast: yeast TOR pathway LAP4-GFP modulation | S. cerevisiae LAP4-GFP multiplex, flow cytometry GFP, 3 h; median GFP as percent of DMSO wells | 0.34% of 320,000 active | GFP response vs DMSO, % at 10 µM | AID 2023;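 active = GFP response vs DMSO above a set limit, about the screen mean plus 3 SD, cut at about 150% in these data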
VLA-4 inh: inhibition in a human VLA-4 binding assay. 0.2% of 330,000 active. VLA-4 expressing cells, ligand binding flow cytometry. AID 2557. inhibition, % (about 7 µM as worked out from the volumes in the protocol). P13612; in the data active = inhibition above about 50%
Target sequence (P13612 whole entry, looked up): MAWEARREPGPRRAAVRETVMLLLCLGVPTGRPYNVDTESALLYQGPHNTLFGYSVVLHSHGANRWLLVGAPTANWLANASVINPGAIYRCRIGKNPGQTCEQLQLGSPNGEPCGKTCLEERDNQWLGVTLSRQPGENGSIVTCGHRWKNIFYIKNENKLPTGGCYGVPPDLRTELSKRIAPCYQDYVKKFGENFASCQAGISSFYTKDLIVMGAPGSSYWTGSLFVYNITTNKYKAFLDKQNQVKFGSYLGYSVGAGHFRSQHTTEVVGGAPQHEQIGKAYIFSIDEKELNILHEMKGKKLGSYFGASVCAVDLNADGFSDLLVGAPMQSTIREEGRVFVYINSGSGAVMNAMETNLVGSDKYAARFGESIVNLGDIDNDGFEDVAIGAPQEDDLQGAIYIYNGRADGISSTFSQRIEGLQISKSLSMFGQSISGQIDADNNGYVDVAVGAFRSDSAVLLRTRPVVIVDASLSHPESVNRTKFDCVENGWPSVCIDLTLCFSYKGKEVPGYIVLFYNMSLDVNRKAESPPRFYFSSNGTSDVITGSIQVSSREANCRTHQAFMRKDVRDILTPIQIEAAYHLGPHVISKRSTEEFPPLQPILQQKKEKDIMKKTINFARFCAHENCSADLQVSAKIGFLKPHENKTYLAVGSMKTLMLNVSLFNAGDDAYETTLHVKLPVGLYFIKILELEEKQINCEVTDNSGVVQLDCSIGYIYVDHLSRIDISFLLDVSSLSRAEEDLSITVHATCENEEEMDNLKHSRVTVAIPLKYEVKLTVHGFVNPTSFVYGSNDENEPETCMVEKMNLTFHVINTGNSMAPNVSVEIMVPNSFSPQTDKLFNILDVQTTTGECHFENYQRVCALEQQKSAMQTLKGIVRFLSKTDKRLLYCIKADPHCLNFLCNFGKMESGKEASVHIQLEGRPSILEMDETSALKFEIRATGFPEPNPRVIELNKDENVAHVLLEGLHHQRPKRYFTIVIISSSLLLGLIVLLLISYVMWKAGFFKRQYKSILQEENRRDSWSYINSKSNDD
GRK2 inh: inhibitors of human GRK2 displacing RNA aptamer; 0.59% of 330,000 active; inhibition of aptamer binding, % at 10 µM; bead flow cytometry, FAM-aptamer displacement from GRK2;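 active = inhibition of aptamer binding above 40%, roughly 3 SD of noise, on plates passing a quality check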;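 note: median bead fluorescence of bound FAM aptamer so fluorescent compounds give negative values; no value below 0 was filed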
The depositor's hits bear a star. Random draw from the library; overall some 1.7% were active at least once.

O=C(c1cccc2ccccc12)N1CCCCC1 was read as MEP2-GFP yeast 113, AGP1-GFP MLPCN 97, RPL19A-GFP yeast 105, CIT2-GFP yeast 98, JMJD2C inh 8, LAP4 TOR yeast 104, VLA-4 inh 8 and GRK2 inh 2.
`COc1ccccc1OCC(=O)NNC(=O)CSC(=S)N1CCCC1` gave MEP2-GFP yeast 95, AGP1-GFP MLPCN 84, RPL19A-GFP yeast 90, CIT2-GFP yeast 85, JMJD2C inh 7, LAP4 TOR yeast 96, VLA-4 inh -13 and GRK2 inh 3.
`CC(=O)Nc1ccc(Nc2ccccc2)cc1` gave MEP2-GFP yeast 99, AGP1-GFP MLPCN 103, RPL19A-GFP yeast 98, CIT2-GFP yeast 93, JMJD2C inh 7, LAP4 TOR yeast 112, VLA-4 inh 4 and GRK2 inh 1.
For Cc1ccc(C)c(OCCn2cc(/C=C(\C#N)C(=O)NCC3CCCO3)c3ccccc32)c1 (stereo unspecified) the results were MEP2-GFP yeast 99, AGP1-GFP MLPCN 92, RPL19A-GFP yeast 97, CIT2-GFP yeast 96, JMJD2C inh -14, LAP4 TOR yeast 97, VLA-4 inh 2 and GRK2 inh 6.
For CCOC(=O)C(C)n1cnc2c(nnn2-c2ccc(F)cc2)c1=O (stereo unspecified) the results were MEP2-GFP yeast 98, AGP1-GFP MLPCN 97, RPL19A-GFP yeast 100, CIT2-GFP yeast 90, JMJD2C inh 8, LAP4 TOR yeast 103, VLA-4 inh 4 and GRK2 inh 0.
CC(Sc1nnc(C2CC2)n1C1CC1)C(=O)c1ccc(F)cc1 (stereo unspecified) was read as MEP2-GFP yeast 103, AGP1-GFP MLPCN 104, RPL19A-GFP yeast 100, CIT2-GFP yeast 99, JMJD2C inh 2, LAP4 TOR yeast 105, VLA-4 inh 6 and GRK2 inh 4.
Screening CN(CC(=O)Nc1ccccc1C(F)(F)F)C(=O)CSc1nnc(N)s1 returned MEP2-GFP yeast 100, AGP1-GFP MLPCN 98, RPL19A-GFP yeast 95, CIT2-GFP yeast 106, JMJD2C inh -9, LAP4 TOR yeast 98, VLA-4 inh 5 and GRK2 inh 4.
For Cn1c2ccccc2n2c(=O)cc(-c3ccccc3)c(C#N)c12 the results were MEP2-GFP yeast 102, AGP1-GFP MLPCN 100, RPL19A-GFP yeast 94, CIT2-GFP yeast 94, JMJD2C inh 1, LAP4 TOR yeast 113, VLA-4 inh -7 and GRK2 inh 0.
For CCOC(=O)C[C@H]1c2cc(F)ccc2S(=O)(=O)N1C1CCCCC1 the results were MEP2-GFP yeast 94, AGP1-GFP MLPCN 92, RPL19A-GFP yeast 100, CIT2-GFP yeast 88, JMJD2C inh -32, LAP4 TOR yeast 111, VLA-4 inh 12 and GRK2 inh 3.
For COCCNC(=O)c1cccc(OC2CCN(Cc3ccccc3C)CC2)c1 the results were MEP2-GFP yeast 96, AGP1-GFP MLPCN 147, RPL19A-GFP yeast 102, CIT2-GFP yeast 101, JMJD2C inh -7, LAP4 TOR yeast 94, VLA-4 inh -9 and GRK2 inh 0.
CCCOc1ccc(Cn2ccnc2)cc1[N+](=O)[O-] was read as MEP2-GFP yeast 98, AGP1-GFP MLPCN 106, RPL19A-GFP yeast 101, CIT2-GFP yeast 104, JMJD2C inh -3, LAP4 TOR yeast 94, VLA-4 inh 25 and GRK2 inh 4.
Screening COc1ccc(Cc2nnc(NS(=O)(=O)c3ccc([N+](=O)[O-])cc3)s2)cc1 returned MEP2-GFP yeast 107, AGP1-GFP MLPCN 105, RPL19A-GFP yeast 105, CIT2-GFP yeast 109, JMJD2C inh -2, LAP4 TOR yeast 95, VLA-4 inh -2 and GRK2 inh 4.
O=C(COC(=O)C1(c2ccccc2F)CCCC1)N1CCc2ccccc21 was read as MEP2-GFP yeast 99, AGP1-GFP MLPCN 100, RPL19A-GFP yeast 102, CIT2-GFP yeast 97, JMJD2C inh 3, LAP4 TOR yeast 103, VLA-4 inh -6 and GRK2 inh 0.
For O=C(c1ccc(CS(=O)(=O)c2c(Cl)cccc2Cl)o1)N1CCCC1 the results were MEP2-GFP yeast 103, AGP1-GFP MLPCN 104, RPL19A-GFP yeast 99, CIT2-GFP yeast 107, JMJD2C inh -5, LAP4 TOR yeast 96, VLA-4 inh 23 and GRK2 inh 1.
Screening O=C(Nc1ccc(F)c(F)c1)c1ccc(F)c(S(=O)(=O)N2CCC3(CC2)OCCO3)c1 returned MEP2-GFP yeast 93, AGP1-GFP MLPCN 96, RPL19A-GFP yeast 97, CIT2-GFP yeast 96, JMJD2C inh -3, LAP4 TOR yeast 96, VLA-4 inh 3 and GRK2 inh 3.

As a working copy, some entries already given:
For CCOC(=O)C[C@H]1c2cc(F)ccc2S(=O)(=O)N1C1CCCCC1 the results were MEP2-GFP yeast 94, AGP1-GFP MLPCN 92, RPL19A-GFP yeast 100, CIT2-GFP yeast 88, JMJD2C inh -32, LAP4 TOR yeast 111, VLA-4 inh 12 and GRK2 inh 3.
For COCCNC(=O)c1cccc(OC2CCN(Cc3ccccc3C)CC2)c1 the results were MEP2-GFP yeast 96, AGP1-GFP MLPCN 147, RPL19A-GFP yeast 102, CIT2-GFP yeast 101, JMJD2C inh -7, LAP4 TOR yeast 94, VLA-4 inh -9 and GRK2 inh 0.
CCCOc1ccc(Cn2ccnc2)cc1[N+](=O)[O-] was read as MEP2-GFP yeast 98, AGP1-GFP MLPCN 106, RPL19A-GFP yeast 101, CIT2-GFP yeast 104, JMJD2C inh -3, LAP4 TOR yeast 94, VLA-4 inh 25 and GRK2 inh 4.

Remaining list, next part.
For NC(=S)N/N=C1\CC(n2nnn(-c3cccc(Cl)c3)c2=S)C2COC1O2 (stereo unspecified) the results were MEP2-GFP yeast 96, AGP1-GFP MLPCN 101, RPL19A-GFP yeast 98, CIT2-GFP yeast 114, JMJD2C inh 2, LAP4 TOR yeast 97, VLA-4 inh 1 and GRK2 inh 0.
`CCn1c(Cc2cccs2)nnc1SCC(=O)NC(C)(C)C` gave MEP2-GFP yeast 103, AGP1-GFP MLPCN 103, RPL19A-GFP yeast 103, CIT2-GFP yeast 100, JMJD2C inh -13, LAP4 TOR yeast 100, VLA-4 inh 43 and GRK2 inh 0.
For COC(=O)N/N=C1/C/C(=N\NC(=O)OC)c2ccccc21 the results were MEP2-GFP yeast 114, AGP1-GFP MLPCN 103, RPL19A-GFP yeast 106, CIT2-GFP yeast 101, JMJD2C inh -5, LAP4 TOR yeast 110, VLA-4 inh 7 and GRK2 inh 0.
CCOC(=O)C1=C(C)N(CCO)C(=O)NC1c1ccccc1 (stereo unspecified) was read as MEP2-GFP yeast 96, AGP1-GFP MLPCN 98, RPL19A-GFP yeast 95, CIT2-GFP yeast 96, JMJD2C inh 15, LAP4 TOR yeast 93, VLA-4 inh -3 and GRK2 inh 4.
COC(=O)c1[nH]nc2c1C(=O)N(C1CCCCC1)C2=O was read as MEP2-GFP yeast 102, AGP1-GFP MLPCN 93, RPL19A-GFP yeast 99, CIT2-GFP yeast 102, JMJD2C inh -2, LAP4 TOR yeast 96, VLA-4 inh 20 and GRK2 inh 0.
Screening COc1cccc(N/C=C/C(=O)c2ccc(Cl)cc2)c1 returned MEP2-GFP yeast 100, AGP1-GFP MLPCN 98, RPL19A-GFP yeast 98, CIT2-GFP yeast 98, JMJD2C inh 7, LAP4 TOR yeast 98, VLA-4 inh -5 and GRK2 inh 0.
Screening CCN(CC)S(=O)(=O)c1ccc2c(c1)c(=O)c(C(=O)NCc1ccc3c(c1)OCO3)cn2C returned MEP2-GFP yeast 96, AGP1-GFP MLPCN 102, RPL19A-GFP yeast 101, CIT2-GFP yeast 91, JMJD2C inh 4, LAP4 TOR yeast 103, VLA-4 inh -1 and GRK2 inh 0.
Screening COc1ccc(NC(=O)COC(=O)CCCC2=NS(=O)(=O)c3ccccc3N2)cc1Cl returned MEP2-GFP yeast 97, AGP1-GFP MLPCN 104, RPL19A-GFP yeast 98, CIT2-GFP yeast 99, JMJD2C inh 5, LAP4 TOR yeast 96, VLA-4 inh 0 and GRK2 inh 0.
Cc1cccc(/C(N)=N/OC(=O)c2cccnc2)c1 was read as MEP2-GFP yeast 107, AGP1-GFP MLPCN 100, RPL19A-GFP yeast 104, CIT2-GFP yeast 102, JMJD2C inh -3, LAP4 TOR yeast 100, VLA-4 inh 0 and GRK2 inh 0.
Screening Cc1cc(C)n2c(SCC(=O)Nc3ccc(F)cc3F)nnc2n1 returned MEP2-GFP yeast 103, AGP1-GFP MLPCN 110, RPL19A-GFP yeast 104, CIT2-GFP yeast 108, JMJD2C inh 9, LAP4 TOR yeast 102, VLA-4 inh 2 and GRK2 inh 1.
`CSc1sc(C(=O)OC(C)C)c2c1C(=O)CC(C)(C)C2` gave MEP2-GFP yeast 101, AGP1-GFP MLPCN 98, RPL19A-GFP yeast 95, CIT2-GFP yeast 96, JMJD2C inh -5, LAP4 TOR yeast 99, VLA-4 inh 9 and GRK2 inh 1.
Cc1nn2c(C)nc3sc4c(c3c2nc1=O)CC(C)(C)OC4 was read as MEP2-GFP yeast 110, AGP1-GFP MLPCN 111, RPL19A-GFP yeast 103, CIT2-GFP yeast 103, JMJD2C inh -2, LAP4 TOR yeast 114, VLA-4 inh 14 and GRK2 inh 0.
`CCCNC(=O)COC(=O)/C=C/c1cccc(F)c1` gave MEP2-GFP yeast 108, AGP1-GFP MLPCN 102, RPL19A-GFP yeast 97, CIT2-GFP yeast 101, JMJD2C inh 10, LAP4 TOR yeast 101, VLA-4 inh 2 and GRK2 inh 0.
O=C(NCCN1CCOCC1)N1c2ccccc2Sc2ccccc21 was read as MEP2-GFP yeast 95, AGP1-GFP MLPCN 92, RPL19A-GFP yeast 94, CIT2-GFP yeast 89, JMJD2C inh 5, LAP4 TOR yeast 88, VLA-4 inh 14 and GRK2 inh 1.
Cc1ccc(C2=NN(C(=O)CSc3nnnn3C)C(c3ccco3)C2)cc1 (stereo unspecified) was read as MEP2-GFP yeast 104, AGP1-GFP MLPCN 101, RPL19A-GFP yeast 104, CIT2-GFP yeast 91, JMJD2C inh -2, LAP4 TOR yeast 101, VLA-4 inh -7 and GRK2 inh 2.
Screening Cn1c(N)c(C(=O)COC(=O)CNC(=O)c2ccccc2Cl)c(=O)n(C)c1=O returned MEP2-GFP yeast 104, AGP1-GFP MLPCN 99, RPL19A-GFP yeast 97, CIT2-GFP yeast 95, JMJD2C inh 11, LAP4 TOR yeast 99, VLA-4 inh -4 and GRK2 inh 0.
O=C(CSC(=S)N1CCCC1)Nc1ccc(Br)cc1Cl was read as MEP2-GFP yeast 100, AGP1-GFP MLPCN 105, RPL19A-GFP yeast 97, CIT2-GFP yeast 96, JMJD2C inh 2, LAP4 TOR yeast 105, VLA-4 inh 0 and GRK2 inh 0.
For Cc1nc2cc(-c3ccccc3)nn2c(C)c1CCC(=O)N1CCN(c2ccccc2)CC1 the results were MEP2-GFP yeast 99, AGP1-GFP MLPCN 98, RPL19A-GFP yeast 99, CIT2-GFP yeast 95, JMJD2C inh -7, LAP4 TOR yeast 105, VLA-4 inh 10 and GRK2 inh 1.
Screening O=C(CCl)Nc1c(C(=O)Nc2ccc3c(c2)OCCO3)oc2ccccc12 returned MEP2-GFP yeast 104, AGP1-GFP MLPCN 96, RPL19A-GFP yeast 111, CIT2-GFP yeast 96, JMJD2C inh 13, LAP4 TOR yeast 89, VLA-4 inh 3 and GRK2 inh 3.
Cc1ccc(N2C(=O)N(CC(=O)c3cc(C)ccc3C)C(=O)C2C)cc1 (stereo unspecified) was read as MEP2-GFP yeast 105, AGP1-GFP MLPCN 107, RPL19A-GFP yeast 105, CIT2-GFP yeast 104, JMJD2C inh 3, LAP4 TOR yeast 97, VLA-4 inh 18 and GRK2 inh 0.

Screens as filed in PubChem BioAssay.
